TWEAK Fn14 block: inhibitors of TWEAK-Fn14 interaction signaling | AID 1159606 | actives 2% (n = 360,000) | TWEAK-stimulated Fn14 reporter cells, luciferase luminescence, 8 h | inhibition, % at 10 µM; in the data active means inhibition above about 50%
Exocytosis inh: lytic granule exocytosis inhibition; TALL-104 LAMP-1 surface exposure, flow cytometry; cells stimulated with thapsigargin and PMA; inhibition, % at 10 µM; actives 0.66% (n = 360,000);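 active means inhibition above about 55%, limit read from the data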
NOD2-RIPK2 inh: blocks binding of human NOD2 to RIPK2; O43353; CHO BLA complementation NOD2-RIPK2, CCF4 ratio; inhibition, % at 4.98 µM; actives 0.38% (n = 360,000); AID 624267; in the data active means inhibition above about 21%;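 further: 0% = vehicle only and 100% = reference blocker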
TROY signal inh: TROY signaling inhibition; inhibition, % at 10 µM; AID 1347056; actives 0.98% (n = 360,000); Q293 LMP1-TROYcd NF-kB luciferase reporter, 4 h;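 active means compounds whose plate-normalised and pattern-corrected inhibition of the luciferase reporter signal at the single screening dose is 50% or more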
NR2F2 inh: inhibitors of human COUP-TFII (NR2F2); inhibition, % at 8.6 µM; P24468; actives 0.7% (n = 370,000); HEK293T NGFI-A luciferase reporter, luminescence; AID 686940;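 active means inhibition above a per-plate cutoff, mean inhibition of test wells between control levels plus 3 SD, cut at about 38% in these data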;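 further: cells cotransfected with COUP-TFII expression vector driving the NGFI-A reporter; 0% = median of COUP-TF2 test wells and 100% = reporter-only cells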
NCOA2 inhibitor: inhibits human steroid receptor coactivator 2; HEK293 GAL4-SRC2 luciferase reporter, luminescence; inhibition, % at 9 µM; actives 0.17% (n = 370,000); AID 651957;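 active means inhibition above the mean inhibition of all tested compounds plus 3 SD, set per campaign, cut at about 52% in these data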;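 further: 0% = DMSO treated cells and 100% = cells given Gossypol at 36 µM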
NCOA3 inh: human NCOA3 inhibition; Q9Y6Q9; HEK293 GAL4-SRC3 luciferase reporter, luminescence; inhibition, % at 3.6 µM; actives 0.17% (n = 360,000); AID 588352;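 active means inhibition above a per-campaign cutoff, the mean of all compounds plus 3 SD, cut at about 60% in these data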;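 further: 0% = DMSO-treated cells and 100% = gossypol-treated cells at 36 µM; higher means less SRC3-driven luciferase light from the GAL4 reporter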
NCOA1 inh: human NCOA1 inhibition. Q15788. HEK293 GAL4-SRC1 luciferase reporter, luminescence. inhibition, % at 3.6 µM. actives 0.12% (n = 360,000). AID 588354;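 active means inhibition above the campaign mean plus 3 SD, with each screening campaign given its own cutoff, cut at about 60% in these data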;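 further: 0% = DMSO treated cells and 100% = gossypol at 36 µM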
NR5A2 inv ag: suppresses constitutive activity of human LRH-1; O00482; HEK293T StAR-luciferase reporter, LRH-1 transfected, 24 h; inhibition, % at 3.6 µM; actives 0.13% (n = 360,000); AID 602396;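 active means inhibition above the mean inhibition of all tested compounds plus 3 SD, cut at about 73% in these data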;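 further: 0% = DMSO wells and 100% = reporter-only cells lacking LRH-1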
ABHD5 PLIN5 PPI: inhibitors of human ABHD5-perilipin-5 interaction | actives 0.78% (n = 360,000) | Split G. princeps luciferase complementation, luminescence, 4 h | Q00G26+Q8WTS1 | inhibition, % at 4 µM | AID 602281;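 active means inhibition above the mean inhibition across every tested compound plus 3 SD, cut at about 22% in these data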;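 further: 0% = DMSO only wells and the 100% control is not disclosed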
Target sequence (Q00G26 whole entry, looked up): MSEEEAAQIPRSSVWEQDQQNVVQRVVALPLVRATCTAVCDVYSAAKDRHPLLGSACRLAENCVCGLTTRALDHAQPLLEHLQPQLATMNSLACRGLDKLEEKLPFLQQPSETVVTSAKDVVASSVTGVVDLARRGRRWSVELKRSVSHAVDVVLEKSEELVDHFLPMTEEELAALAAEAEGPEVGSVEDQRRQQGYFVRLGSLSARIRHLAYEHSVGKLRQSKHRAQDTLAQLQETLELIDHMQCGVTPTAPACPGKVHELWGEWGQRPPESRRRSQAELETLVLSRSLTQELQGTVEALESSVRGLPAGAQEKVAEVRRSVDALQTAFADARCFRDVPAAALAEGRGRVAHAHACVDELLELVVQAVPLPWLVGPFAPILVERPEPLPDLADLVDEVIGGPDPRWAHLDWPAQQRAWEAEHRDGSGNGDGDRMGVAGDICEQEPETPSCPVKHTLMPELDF
Target sequence (Q8WTS1 whole entry, looked up): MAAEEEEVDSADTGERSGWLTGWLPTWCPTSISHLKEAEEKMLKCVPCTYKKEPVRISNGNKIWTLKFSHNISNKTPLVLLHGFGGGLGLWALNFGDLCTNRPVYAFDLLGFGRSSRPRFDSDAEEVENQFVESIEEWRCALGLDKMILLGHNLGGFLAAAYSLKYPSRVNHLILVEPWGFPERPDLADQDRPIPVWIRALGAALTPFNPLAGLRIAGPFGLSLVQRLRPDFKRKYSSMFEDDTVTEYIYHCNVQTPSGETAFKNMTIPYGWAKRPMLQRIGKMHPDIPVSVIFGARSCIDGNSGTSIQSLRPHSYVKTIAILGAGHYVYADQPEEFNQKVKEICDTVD
TLR9-MyD88 inh: blocks human TLR9 binding to MyD88; actives 0.21% (n = 340,000); inhibition, % at 4.98 µM; CHO BLA complementation TLR9-MyD88, CCF4 FRET ratio; Q9NR96+Q99836;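 active means inhibition above the mean over all tested compounds plus 3 SD, cut at about 21% in these data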;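 further: 0% = DMSO only wells and 100% = clavulanate BLA inhibitor control wells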
* hit, by the source's call; nt = no result given.

SMILES	TWEAK Fn14 block	Exocytosis inh	NOD2-RIPK2 inh	TROY signal inh	NR2F2 inh	NCOA2 inhibitor	NCOA3 inh	NCOA1 inh	NR5A2 inv ag	ABHD5 PLIN5 PPI	TLR9-MyD88 inh
CC(=O)c1ccc(NC(=S)Nc2cccc3ccccc23)cc1	33	5	8	72*	0	3	-6	-11	-1	-9	-14
CC(NC(=O)COC(=O)c1cc(NS(=O)(=O)c2ccc(Cl)c([N+](=O)[O-])c2)ccc1O)C1CC2CCC1C2 (stereo not given)	-7	10	11	49	-22	-4	5	2	0	0	2
Cc1ccc(NC(=O)CN(C)C(=O)C2CSC3(C)CCC(=O)N23)cc1 (stereo not given)	-15	-11	-4	-5	14	-17	2	-4	17	9	-3
O=C(CN1C(=O)NC2(CCc3ccccc32)C1=O)c1ccc(F)c(F)c1 (stereo not given)	-21	-2	2	-17	-2	17	7	-4	-6	1	3
CC(C)OC(=O)C(C)Oc1ccc(C(=O)NCCc2ccccc2)cc1 (stereo not given)	-25	-3	-17	-36	-21	9	-21	-3	-3	3	2
Cc1ccc2nc(SCC(=O)O)nc(C)c2c1	19	-6	-6	-8	-3	-7	11	9	9	22*	6
O=C(CSc1nc(=O)n2ccccc2n1)N1N=C(c2cccs2)CC1c1ccc(F)cc1 (stereo not given)	-13	-8	5	-6	-6	8	-11	-9	-19	-14	4
COc1ccc(C(=O)CCc2ccccc2)cc1	20	-9	4	-31	-28	-112	-75	-63	-43	0	-8
O=C(NCc1ccc(F)cc1)Nc1cccc([N+](=O)[O-])c1	-16	0	5	-42	-21	11	-10	-25	-27	-2	-6
Cc1cc(C)n2nc(SCC(=O)N(CCC#N)c3ccccc3F)nc2n1	-3	-1	-1	11	12	6	-28	2	3	-2	-12
NS(=O)(=O)c1ccc(CNC(=O)c2ccc3c(=O)n4c(nc3c2)CCC4)cc1	2	2	-11	-5	7	-16	-14	-8	9	11	7
Cc1cc(OC(C)C(=O)NC2CCN(Cc3ccccc3)CC2)c2c(C)cc(=O)oc2c1 (stereo not given)	-5	2	-1	3	nt	nt	3	2	3	-1	3
COc1ccc(NC(=O)CS(=O)(=O)c2cn(CC(=O)N(C(C)C)C(C)C)c3ccccc23)c(OC)c1	-22	-2	-2	-6	0	15	10	-40	11	-1	9
O=C(CN1C(=O)NC(c2ccc(F)cc2)C1=O)NC1CCCCC1 (stereo not given)	1	-14	-2	0	nt	nt	-2	2	0	-8	7
O=C(Cn1cccc1C(=O)c1ccccc1)NCc1ccc2c(c1)OCO2	-13	-2	8	-17	-17	-18	-15	-28	-13	1	-7
C/C(=N\NC(=O)C(O)c1ccccc1)c1ccc(Cl)s1 (stereo not given)	-24	45	-15	2	2	18	-1	8	34	5	7
COC(=O)c1cccc(S(=O)(=O)N(Cc2ccco2)Cc2cc3cc(OC)ccc3[nH]c2=O)c1	13	4	1	10	8	10	-20	-18	-7	42*	1
OC(COCc1ccccc1)CN1CCN(c2ccccc2F)CC1 (stereo not given)	-2	0	-4	-9	-6	8	5	-32	-9	3	-6
COc1ccc(S(=O)(=O)N2CCC(Cc3ccccc3)CC2)cc1NC(C)=O	6	2	-4	-5	7	10	4	-5	-12	-5	-17
O=C(CN1C2=NCCN2c2ccccc21)c1ccc2c(c1)OCO2	-8	-10	-2	-4	-7	-3	9	-10	9	-1	-1
CC(=O)Nc1cccc(NC(=O)Nc2ccc(C(C)=O)cc2)c1	-24	-2	5	-25	-27	-15	-9	-15	-13	6	8
CCOc1ccc(N2CSC3=C(C#N)C(c4ccco4)CC(=O)N3C2)cc1 (stereo not given)	13	0	-9	18	3	-6	-1	-14	4	-6	3
Cc1cc(C)cc(NC(=S)Nc2ccc(Cl)c(Cl)c2)c1	-32	-1	-3	4	1	0	19	-2	14	-6	-1
CCOC(=O)CSc1nc(N2CCOCC2)c2c(c1C#N)CC(C)(C)OC2	-51	-3	-10	-19	9	-12	4	4	7	2	-8
CC(C)CNC(=O)c1cccc(NC(=O)CCc2ccccc2)c1	-4	-6	-8	27	-1	-8	-4	10	12	2	-1
C=C(C)C(=O)Nc1ccc2nn(-c3ccccc3O)nc2c1	36	3	-7	-24	-57	-46	-88	-134	-153	-3	-3
COCCNC(=O)c1cc2nc(-c3ccccc3)cc(C)n2n1	15	0	-6	-30	-21	-8	6	-4	8	5	-6
Cc1ccc2c(c1)N(C(=O)CCC(=O)NCCCN1CCOCC1)CC(C)O2 (stereo not given)	12	3	6	14	-13	-29	4	9	6	-8	5
CC1Cc2nc(SCC(=O)N3CCCCC3)n(C)c(=O)c2S1 (stereo not given)	-7	5	1	-15	6	7	-45	5	-12	-4	-4
C=CCN(CC=C)C(=O)c1ccc(OC2CCN(Cc3ccccn3)CC2)cc1	-15	7	-4	-6	-18	-5	11	-3	-6	-4	-5
CC(C)=CCN1CCN(Cc2nc(C(C)C)cs2)CC1CCO (stereo not given)	5	-1	5	3	2	0	18	10	4	14	5
COc1ccccc1/C=N/NC(=O)NC12CC3CC(CC(C3)C1)C2	-9	-38	0	-35	-12	6	3	1	-9	-7	-3
CCOC(=O)N1CCC(N(CCN(C)C)C(=S)Nc2cccc(SC)c2)CC1	7	-2	-4	-2	-19	-7	21	-5	-3	1	5
CC(=O)c1cccc(NC(=O)c2cc3ccccn3n2)c1	-18	1	-2	-51	-43	-31	-85	-72	-125	6	1
COc1cccc(NC(=O)CN(C)C(=O)Cc2c(C)nc3ccccc3c2C)c1	10	4	2	8	-4	-2	-13	-13	7	-1	-6
COC(=O)c1ccc(NC(=O)CSc2nc3ncccc3[nH]2)cc1	-33	0	-7	-20	8	-19	-11	-21	42	5	4

Compound profiles, as listed above. Values in the order: TWEAK Fn14 block | Exocytosis inh | NOD2-RIPK2 inh | TROY signal inh | NR2F2 inh | NCOA2 inhibitor | NCOA3 inh | NCOA1 inh | NR5A2 inv ag | ABHD5 PLIN5 PPI | TLR9-MyD88 inh
COc1ccccc1/C=N/NC(=O)NC12CC3CC(CC(C3)C1)C2 is listed with -9 | -38 | 0 | -35 | -12 | 6 | 3 | 1 | -9 | -7 | -3
CC1Cc2nc(SCC(=O)N3CCCCC3)n(C)c(=O)c2S1 (stereo not given) is listed with -7 | 5 | 1 | -15 | 6 | 7 | -45 | 5 | -12 | -4 | -4
CC(C)CNC(=O)c1cccc(NC(=O)CCc2ccccc2)c1 is listed with -4 | -6 | -8 | 27 | -1 | -8 | -4 | 10 | 12 | 2 | -1

Going on with the list:
SMILES	TWEAK Fn14 block	Exocytosis inh	NOD2-RIPK2 inh	TROY signal inh	NR2F2 inh	NCOA2 inhibitor	NCOA3 inh	NCOA1 inh	NR5A2 inv ag	ABHD5 PLIN5 PPI	TLR9-MyD88 inh
CN(C)CCCn1c2c3ccccc3ccc2c2oc(=O)c3ccccc3c21	-32	56*	17	-36	-23	-41	-25	-4	1	-29	1
O=C(NCCCN1CCOCC1)c1cn(-c2ccccc2)nc1-c1ccc(F)cc1	0	-3	-4	-10	-3	-28	-9	-1	-4	-2	-4
CC(C)c1cc(C(=O)NC2CCCCC2)no1	-17	9	-11	-29	-45	-45	-49	-69	-71	4	1
Cc1ccccc1NS(=O)(=O)c1ccc(OCC(=O)NCC2CCCO2)cc1 (stereo not given)	-6	0	-2	11	3	8	12	4	-1	7	-6
O=c1cc(Nc2cccc(Br)c2)[nH]c(=O)[nH]1	5	-2	-4	23	5	9	20	-15	17	-4	nt
CC(C)OCC(O)CSc1ccccn1 (stereo not given)	14	3	-6	-12	1	-13	15	0	-13	6	8
Cc1ccc(NC(=O)CN(C)S(=O)(=O)c2ccc3c(c2)n(C)c(=O)c(=O)n3C)c(C)c1	-2	-1	-10	8	7	-9	18	-5	20	-8	2
O=C(CSc1nncs1)NCCCc1ccccc1	-1	2	-5	-6	-4	-19	-13	-14	0	4	-11
CCOc1ccccc1CN1CCN(CCCc2ccccc2)CC1CCO (stereo not given)	-26	63*	-1	3	-4	-22	-6	15	2	7	2
Cc1ccc(S(=O)(=O)N2CCC(NC(=O)c3cccc(C)c3)CC2)cc1	-18	-1	-9	9	21	-13	-7	-8	14	-5	-2
CN1CCN(c2ccccc2NC(=O)c2ccc(N3CCCC3)c([N+](=O)[O-])c2)CC1	-14	5	0	-6	-1	-6	-8	-19	-1	10	-8
CC(NC=C1C(=O)OC(C)(C)OC1=O)C(=O)O (stereo not given)	0	-9	-7	3	-21	6	9	-9	-5	-2	0
CC(=O)N1CCN(C(=O)CCCNC(=O)c2ccc(Cl)cc2)CC1	-2	0	-3	11	-2	11	13	-13	6	-1	1
Cc1ccc(OCCOCCN2CCN(C)CC2)c(C(C)(C)C)c1	1	15	-10	11	-11	-3	13	-21	-1	4	6
CC(C)COC(=O)N1CCCCC1c1cc(C(=O)N2CCOCC2)no1 (stereo not given)	8	2	-5	8	6	-5	8	-3	0	2	nt
O=C(O)c1nn(CCOc2ccc(Cl)cc2Cl)c(=O)c2ccccc12	-28	-5	2	7	2	5	-11	-16	10	-2	6
CCOC(=O)C1=C(C)N=C2SC(C(=O)OC)=CC(=O)N2C1c1cccc(OC)c1 (stereo not given)	12	4	8	4	-7	3	16	-1	-4	-7	12
Cc1ccc(NC(=O)CSc2ccc(-c3ccco3)nn2)cc1	5	3	-8	-10	5	9	6	-1	25	6	2
COCCNC(=O)CN1C(=O)CSc2ncccc21	-2	-1	-1	-21	0	-37	-28	-4	-4	2	0
C/C(=N\Nc1c([N+](=O)[O-])c(C)nn1C)c1ccc(F)cc1F	-19	3	-6	-5	2	-2	15	15	-7	-8	1
COc1cc(C(=O)N=C2SC3CS(=O)(=O)CC3N2c2ccccc2)cc(OC)c1OC (stereo not given)	-44	-2	-8	-4	11	-27	9	-41	11	0	11
O=C(CN(Cc1ccc(F)cc1)C(=O)CCC(=O)Nc1ccccn1)NCc1ccc(F)cc1	22	8	2	11	3	-27	4	-11	12	4	7
O=S1(=O)CCO[C@H]2Cc3ccccc3[C@H]2N1Cc1cccc(C(F)(F)F)c1	-1	-10	-3	-1	-11	-20	-5	-2	-14	-8	6
COc1ccc(N(C(=O)c2snc(C(N)=O)c2N)C(C(=O)NC2CCCC2)c2ccc(OC)c(OC)c2)cc1 (stereo not given)	-9	4	6	0	11	0	-8	-1	2	-1	11
Oc1ccccc1C1=NN(c2ccccc2)C(c2ccccc2)C1 (stereo not given)	11	-22	-8	-23	-9	-9	2	-20	-14	-8	-24
CN(C)S(=O)(=O)c1cccc(C(=O)Nc2ccccc2[N+](=O)[O-])c1	-3	5	-14	-2	-3	14	-6	-22	8	3	-11
O=C1C=C(O)C(n2cncn2)C(c2ccc(F)cc2)C1 (stereo not given)	3	4	-3	14	11	8	0	-18	-9	0	-1
Cc1ccc(S(=O)(=O)CCC(=O)OCC(=O)NCC(=O)Nc2c(C)cc(C)cc2C)cc1	0	1	-1	2	-14	1	3	-1	0	-3	-8
O=C(N/N=C/c1cccc(Br)c1)c1ccc(Cn2cc(Br)cn2)o1	22	4	2	-10	-12	1	-24	-10	-20	-3	-2
Cc1ccccc1CN(c1ccc(C(=O)Nc2ccccc2C(=O)NCc2ccco2)cc1)S(C)(=O)=O	17	-2	5	-1	17	13	17	-18	9	6	-8
Cc1ccc(C(=O)NCCCNC(=O)c2ccccn2)cc1	0	-6	-5	0	-2	18	2	15	1	1	1

Screening data: PubChem, several laboratories

A portion of the library. The share of hits here may be higher or lower than overall.
